Bioassay records as filed in PubChem BioAssay.
KLK7 zymogen act = activates the human kallikrein-7 zymogen; purified proKLK7, EDANS-DABCYL substrate fluorescence; 100% is mature enzyme control, 0% vehicle; activation, % at 7 µM; hit rate 0.9% among 370,000; AID 652039;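 active means activation above the mean of all tested compounds plus 3 SD, computed per campaign excluding outliers beyond control limits, cut at about 13% in these data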
ADAM10 inh = ADAM10 inhibition, QFRET primary screen. AID 720582. inhibition, % at 7 µM. hit rate 0.62% among 370,000. recombinant ADAM10, EDANS/DABCYL FRET peptide cleavage, 3 h. O14672;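 active means inhibition above a per-campaign cutoff equal to the mean of compounds falling between control-based bounds plus 3 SD, cut at about 20% in these data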;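 further: 0% = DMSO wells while the 100% control is not disclosed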
Target sequence (O14672 214-748 limits assumed): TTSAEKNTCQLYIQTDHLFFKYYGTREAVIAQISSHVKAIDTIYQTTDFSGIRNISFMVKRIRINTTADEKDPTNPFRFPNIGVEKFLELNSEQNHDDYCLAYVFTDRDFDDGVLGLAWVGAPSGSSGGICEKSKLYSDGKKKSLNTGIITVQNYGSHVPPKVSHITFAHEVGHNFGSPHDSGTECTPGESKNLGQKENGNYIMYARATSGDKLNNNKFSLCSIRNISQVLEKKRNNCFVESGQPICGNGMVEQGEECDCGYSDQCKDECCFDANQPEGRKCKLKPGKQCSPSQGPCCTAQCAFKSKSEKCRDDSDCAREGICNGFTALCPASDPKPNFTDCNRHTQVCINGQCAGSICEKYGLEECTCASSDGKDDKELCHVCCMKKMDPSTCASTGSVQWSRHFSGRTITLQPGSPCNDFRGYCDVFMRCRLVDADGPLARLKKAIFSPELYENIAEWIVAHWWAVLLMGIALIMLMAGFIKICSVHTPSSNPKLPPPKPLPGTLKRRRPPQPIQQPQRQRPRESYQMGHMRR
NPR1 activator = GC-A (human) enzyme activation; P16066; HEK293 GC-A cells, cGMP TR-FRET, EC30 ANP; 0% at EC30 ANP, 100% saturating ANP; activation, % at 10 µM; hit rate 0.14% among 370,000; AID 1671463; in the data active means activation above about 40%
GC-B act = GC-B (human) receptor activation; P20594; HEK293-GC-B cells, CNP EC30, cGMP TR-FRET; 0% at EC30 CNP, 100% saturating CNP; activation, % at 10 µM; hit rate 0.11% among 370,000; AID 1920062;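 active means activation at 10 µM reaching about 35% in either raw or pattern-adjusted values, limit read from the data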
HGIII-sPLA2 inh = Blocks human group III sPLA2 activity. hit rate 0.56% among 370,000. QFRET BODIPY PC-A2 liposome hydrolysis, fluorescence. Q9NZ20. inhibition, % at 12.2 µM;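 active means inhibition above mean plus 3 SD of compounds lying within the high and low control bounds, cut at about 19% in these data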;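 further: 0% = median of test compound wells and 100% = no enzyme DMSO wells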
Target sequence (Q9NZ20 whole entry, looked up): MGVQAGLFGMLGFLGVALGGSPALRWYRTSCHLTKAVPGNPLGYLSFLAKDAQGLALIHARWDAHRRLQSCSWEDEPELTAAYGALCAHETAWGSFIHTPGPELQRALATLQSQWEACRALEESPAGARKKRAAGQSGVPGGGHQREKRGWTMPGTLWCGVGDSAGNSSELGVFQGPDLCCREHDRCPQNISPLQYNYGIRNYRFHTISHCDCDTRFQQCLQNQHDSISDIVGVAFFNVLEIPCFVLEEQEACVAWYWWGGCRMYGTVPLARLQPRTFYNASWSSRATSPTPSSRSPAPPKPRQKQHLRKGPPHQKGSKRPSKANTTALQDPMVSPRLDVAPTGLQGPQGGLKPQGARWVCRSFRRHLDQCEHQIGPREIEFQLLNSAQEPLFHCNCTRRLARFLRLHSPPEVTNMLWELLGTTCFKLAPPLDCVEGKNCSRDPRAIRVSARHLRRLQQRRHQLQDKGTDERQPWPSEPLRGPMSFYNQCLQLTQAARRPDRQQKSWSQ
DDE Tn6 FP inh = inhibitors of Tn6 peptide binding to human fibrin DD(E). inhibition, % at 8.3 µM. Fibrin DD(E) TRITC-Tn6 fluorescence polarization displacement. P02675. hit rate 0.21% among 370,000;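 active means inhibition above a per-campaign cutoff: mean of compounds within control limits plus 3 SD, cut at about 15% in these data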;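 further: 0% = median of all compound wells on the plate and 100% = blocking peptide control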
FXN GAA850 act = frataxin GAA850 promoter activation | AID 540364 | HEK293 lucGAA850 FXN promoter luciferase reporter, 24 h; percent of 10 µM SAHA response | activation, % at 6 µM | hit rate 0.56% among 360,000;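 active means activation above the average of all compounds screened plus 3 SD, cutoff fixed separately per campaign, cut at about 7.5% in these data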;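 further: 0% = DMSO wells and 100% = 10 µM SAHA wells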
rCAG RNA binder = binds r(CAG) RNA repeats | r(CAG) RNA repeat, TO-PRO-1 dye displacement fluorescence | AID 651821 | inhibition, % at 3 µM | hit rate 1.3% among 370,000;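 active means inhibition above the plate cutoff, the mean of all test compounds on that plate plus 3 SD, cut at about 35% in these data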;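 further: 0% = DMSO alone and 100% = 100 µM mitoxantrone as full dye displacement; higher means more dye released from RNA so lower well fluorescence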
ASAP1 GAP inh = inhibitors of human ASAP1 ArfGAP activity; hit rate 0.19% among 360,000; inhibition, % at 16.5 µM; Q9ULH1; ASAP1-stimulated ARF1 GTP hydrolysis, GDP FP detection; AID 624377; in the data active means inhibition above about 25%;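 further: 0% = vehicle with enzyme and substrate and 100% = no enzyme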
ARFGAP1 inhibitor = inhibitors of rat ARFGAP1. Q62848. Arfgap1-stimulated ARF1 GTP hydrolysis, GDP FP detection. inhibition, % at 16.5 µM. hit rate 0.26% among 360,000;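 active means inhibition above a per-plate limit, mean inhibition of low control wells plus 3 SD, cut at about 25% in these data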;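 further: 0% = DMSO wells with enzyme and 100% = wells lacking Arfgap1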
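system = rat Arfgap1 catalytic domain, aa 1-136 | technique = FP, GDP Alexa 633 tracer displaced from anti-GDP antibody, 620/688 nm | compound = one concentration, 16.5 µM, DMSO 1.26% | medium = HEPES-based buffer, pH 7.5 | timing = compound-enzyme preincubation 20 min, reaction 120 min, detection 60 min, 25 °C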
* = called active by the depositor; x = no result given.

SMILES	KLK7 zymogen act	ADAM10 inh	NPR1 activator	GC-B act	HGIII-sPLA2 inh	DDE Tn6 FP inh	FXN GAA850 act	rCAG RNA binder	ASAP1 GAP inh	ARFGAP1 inhibitor
CCn1cc(/C=C(\NC(=O)c2ccc(OC)cc2)C(=O)NCCCn2ccnc2)c2ccccc21	0.0	-4	-4	2	-11	-7	0.3	6	2	-6
COc1ccc(C2CC(c3c(-c4ccccc4)c4cc(Cl)ccc4[nH]c3=O)=NN2C(=O)CCC(=O)O)cc1 (stereo not given)	0.0	-116	-2	1	-49	8	2.7	25	6	-14
COc1c(Cl)cnn(-c2cccc(C)c2)c1=O	-0.2	0	4	0	-2	6	-1.3	-2	-5	-8
COc1ccccc1C(=O)NNC(=O)C12CC3CC(CC(C3)C1)C2	-0.2	-4	5	2	14	0	0.4	-2	-4	-1
O=S(=O)(c1cccc(Cn2nnc(-c3ccccc3)n2)c1)N1CCOCC1	-0.3	-4	2	-1	6	4	-0.4	6	-1	1
CCN(CC)CCN(C(=O)/C=C/c1cccs1)c1nc2ccc(OC)cc2s1	0.1	-3	0	2	8	3	-0.1	0	2	1
Cc1ccc(OCCn2c(NC(=O)c3ccco3)nc3ccccc32)cc1	-0.1	4	2	-1	-7	2	4.0	0	-7	6
Cn1cc([N+](=O)[O-])c(C(=O)N/N=C/c2ccc3c(c2)OCO3)n1	0.5	2	-7	-12	8	-6	0.3	1	6	-5
Cc1onc(NC(=O)c2ccc([N+](=O)[O-])o2)c1Br	0.0	0	3	-3	1	-4	0.3	1	4	-1
CC(=O)Nc1cccc(/C(C)=N/Nc2nc3ccccc3s2)c1	1.6	2	-5	-12	-12	-6	2.9	6	11	5
COCCCn1c(SCC(=O)Nc2ccc(C(=O)OC)cc2)nc2ccccc2c1=O	-0.5	-2	3	6	-5	1	-3.9	4	-3	10
Cc1cc(=O)n2nc(N3CCCC(C(=O)N4CCN(c5ccccc5)CC4)C3)sc2n1 (stereo not given)	0.0	6	0	-2	-1	1	1.2	-5	-2	5

Grouped by structure, those above containing a Cl atom
SMILES	KLK7 zymogen act	ADAM10 inh	NPR1 activator	GC-B act	HGIII-sPLA2 inh	DDE Tn6 FP inh	FXN GAA850 act	rCAG RNA binder	ASAP1 GAP inh	ARFGAP1 inhibitor
COc1ccc(C2CC(c3c(-c4ccccc4)c4cc(Cl)ccc4[nH]c3=O)=NN2C(=O)CCC(=O)O)cc1 (stereo not given)	0.0	-116	-2	1	-49	8	2.7	25	6	-14
COc1c(Cl)cnn(-c2cccc(C)c2)c1=O	-0.2	0	4	0	-2	6	-1.3	-2	-5	-8

(continued)
SMILES	KLK7 zymogen act	ADAM10 inh	NPR1 activator	GC-B act	HGIII-sPLA2 inh	DDE Tn6 FP inh	FXN GAA850 act	rCAG RNA binder	ASAP1 GAP inh	ARFGAP1 inhibitor
COc1ccc(NS(=O)(=O)c2ccc(NS(=O)(=O)c3cccs3)cc2)c(OC)c1	0.4	1	-1	5	-19	0	2.1	18	-2	-14
Cc1ccnc(N2CCN(C(=O)CSc3nc4ccccc4nc3N3CCCCC3)CC2)c1	-3.5	3	-2	0	-10	6	1.1	-1	12	-6
CC(=O)N1CCN(C(=O)CNC(=O)c2cccs2)CC1	0.3	-2	4	2	0	6	1.6	1	-2	18
CCCCn1nnnc1C(CCc1ccccc1)N1CCN(C/C=C/c2ccccc2)CC1 (stereo not given)	-0.2	1	-3	0	-14	3	x	3	7	1
Nc1c(C(=O)O)cnc2c(-c3ccc(Cl)cc3)cnn12	-0.4	-63	20	-3	2	-8	4.0	1	-13	-6
Cn1nnnc1SCC(=O)NC(=O)NCc1ccccc1	-0.3	6	1	6	-3	3	-2.0	2	10	-1
Fc1ccc(-c2nnc(CN3CCC(c4nc5ccccc5s4)CC3)o2)cc1	0.3	-7	-2	-2	1	2	0.2	-8	3	-1
O=C(CNC(=O)C(c1ccccc1)c1ccccc1)N/N=C\c1cccc(O)c1	-0.1	5	-5	3	-19	5	-7.2	5	6	7
CC1CCCC(C)N1CC(O)COc1c(F)cc(Br)cc1F (stereo not given)	0.0	5	0	-2	5	2	0.1	3	-11	7
Cc1cccc(N=c2c([N+](=O)[O-])nn(-c3ccc(Cl)cc3)n2O)c1	-0.5	-3	-2	-2	1	3	0.2	-1	6	0
CC1(C)OCC(C2CC(c3ccccc3)NS(=O)(=O)O2)O1 (stereo not given)	0.3	6	1	0	9	2	1.4	-2	-11	-4
CC(C)C(=O)Nc1cccc(-c2csc(-c3ccccc3)n2)c1	-0.5	11	-2	-6	-15	8	4.1	2	5	0
COc1ccc(C)cc1NC(=O)CCCN1C(=O)NC(C)(C)C1=O	0.1	-12	-2	1	5	1	-0.1	2	4	7
CCCCOc1ccc(N(CC(=O)NCc2ccco2)C(=O)CCC(=O)Nc2nccs2)cc1	0.5	1	-1	-7	-3	1	-0.4	0	12	5
O=C(Cn1cnc2c(NCc3ccccc3)ncnc21)NCc1ccccc1	-0.3	-8	-6	-9	-1	1	-5.2	2	9	1
CCCCCCN1C[C@H](O)[C@@H](n2cc(-c3ccc(F)cc3)nn2)C[C@@H]1c1ccc(C)cc1	0.5	-3	-5	-2	6	2	2.3	0	0	9
Cc1ccc(-c2nc3c(C)cc(Br)cn3c2Cc2cccc(F)c2)cc1	-1.8	-3	15	21	-10	-1	x	10	-5	1
Cn1c(SCC(=O)NCC2CCCO2)nnc1-c1c[nH]c2ccccc12 (stereo not given)	-0.6	-8	-2	1	8	3	-3.2	1	-6	-1
C=CCn1c(C)cc(C(=O)COc2ccc(C)nc2[N+](=O)[O-])c1C	0.7	-12	5	1	16	-4	-9.1	1	-5	8
COc1ccc(CCNc2nc3ccccc3n3cnnc23)cc1OC	0.9	5	8	14	-4	5	2.1	4	-1	-3
CCc1ccccc1NC(=O)C1c2ccccc2Oc2ccccc21	0.1	-7	-4	3	1	-4	2.1	-2	-13	-3
COc1ccc(N2C(=O)CC(NC3CCCCNC3=O)C2=O)cc1 (stereo not given)	-0.2	1	-1	6	0	-4	2.3	3	9	-2
CC(=O)Nc1ccc(S(=O)(=O)NCCc2ccccc2)cc1	-0.9	-6	-3	1	-9	-2	-1.1	-4	-9	-7
CN1CSC2=C(C#N)C(c3cccc(OCc4ccccc4)c3)CC(=O)N2C1 (stereo not given)	-0.4	-7	-1	4	-10	-8	-0.7	29	4	9
N#C/C(=C\c1ccc([N+](=O)[O-])cc1)C(=O)NCCCn1ccnc1	0.4	1	-3	-2	-2	2	-0.2	4	-9	-4
COc1ccc(C2NC(=O)CCC2[N+](=O)[O-])c(OC)c1OC (stereo not given)	0.1	-1	2	5	2	-8	-0.1	-2	-3	-3
CC(=C/C(=O)O)/C=C/c1ccco1	-0.1	3	-4	3	1	3	7.4	2	-2	18
COC(=O)C(Cc1ccccc1)NC(=O)CNC(=O)c1ccc(Br)o1 (stereo not given)	-0.5	-5	1	-4	1	3	1.3	2	-5	-3
Cc1ccc(S(=O)(=O)C(C#N)c2nc3ccccc3nc2OCCO)cc1 (stereo not given)	-2.1	5	2	4	-9	1	-0.9	62*	8	-3
COc1ccc(CN2CCN(C(=O)c3cccnc3)CC2)cc1Br	-0.7	1	0	1	-1	1	0.1	-4	3	1
COC(=O)CCC(=O)NNC(=O)Cc1ccccc1	-0.1	-6	4	3	5	1	1.4	-1	-5	11
COC(=O)c1c(-c2cc(C)ccc2C)csc1NC(=O)C1CC=CCC1C(=O)O (stereo not given)	0.7	-2	-2	-1	-18	4	-1.7	30	-2	0
Cc1cc(=O)[nH]c(SCc2ccccc2)n1	0.3	-2	1	1	5	0	2.5	-5	5	9
Cc1cc(C)c2c(=O)[nH]c(SCC(=O)N3CCOCC3)nc2n1	0.2	-42	2	3	2	-6	1.1	0	4	9
COc1cccc(CN2C(=O)C(C)N(C(=O)c3c(F)cccc3F)c3ccccc32)c1 (stereo not given)	0.4	2	-9	-6	4	-7	-3.1	-3	-11	-4
COc1ccc(CCNC(=O)c2cc(-c3ccc(C)cc3O)n[nH]2)cc1OC	0.1	2	-1	0	-29	-7	-3.4	3	-4	11
COc1ccccc1C(CNC(=O)c1ccc(NS(=O)(=O)c2ccc(F)c(C)c2)cc1)N(C)C (stereo not given)	-0.2	7	2	-1	-18	0	-3.3	-4	0	-1
O=C(Nc1cccc(NC(=O)N2CCN(c3ccccc3)CC2)c1)N1CCN(c2ccccc2)CC1	0.9	7	1	5	-12	-2	-1.4	2	7	0
CCc1ccc(-c2cc(C(F)(F)F)n3nc(C(=O)Nc4c(C)nn(Cc5ccc(F)cc5)c4C)cc3n2)s1	-2.1	-54	1	-3	0	1	-1.8	2	-9	5
COCC(=O)n1nc(-c2ccc(Cl)cc2)nc1NCc1ccc(F)cc1	0.3	4	6	-9	-13	9	5.2	-1	-2	15
COc1ccccc1C(=O)NCCC(=O)Nc1cccc(C)n1	0.0	10	1	-4	1	-1	1.0	-2	-6	-3
CC(Sc1nc2ccccc2s1)C(=O)NC1CCCc2ccccc21 (stereo not given)	-0.2	-1	1	1	-3	-1	0.5	-4	2	-13
Cn1c(=O)c2c(nc(Sc3ncccn3)n2Cc2ccc(Cl)cc2)n(C)c1=O	0.4	-5	1	5	-1	-5	-1.2	0	1	-4
O=c1[nH]c(SCc2ccccc2Cl)nc2c1CCCC2	-0.3	0	-5	-4	5	-1	2.7	2	2	-5
Cc1nc(N2CCN(C)CC2)c2c(C)c(C(=O)Nc3ccc(F)cc3)sc2n1	-1.0	10	0	-1	-6	1	-1.4	-5	5	0

Looked up by compound from the list above:
SMILES	KLK7 zymogen act	ADAM10 inh	NPR1 activator	GC-B act	HGIII-sPLA2 inh	DDE Tn6 FP inh	FXN GAA850 act	rCAG RNA binder	ASAP1 GAP inh	ARFGAP1 inhibitor
Cn1c(=O)c2c(nc(Sc3ncccn3)n2Cc2ccc(Cl)cc2)n(C)c1=O	0.4	-5	1	5	-1	-5	-1.2	0	1	-4
COc1ccccc1C(=O)NCCC(=O)Nc1cccc(C)n1	0.0	10	1	-4	1	-1	1.0	-2	-6	-3
COc1ccccc1C(CNC(=O)c1ccc(NS(=O)(=O)c2ccc(F)c(C)c2)cc1)N(C)C (stereo not given)	-0.2	7	2	-1	-18	0	-3.3	-4	0	-1
Cc1nc(N2CCN(C)CC2)c2c(C)c(C(=O)Nc3ccc(F)cc3)sc2n1	-1.0	10	0	-1	-6	1	-1.4	-5	5	0
